# MITF inh = blocks human microphthalmia-associated transcription factor | AlphaScreen MITF homodimerization, bead proximity signal | inhibition, % at 2.6 µM | hit rate 0.91% among 650,000; in the data active means inhibition above about 50%;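 further: 0% = vehicle wells with protein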
# Target sequence (O75030 whole entry, looked up): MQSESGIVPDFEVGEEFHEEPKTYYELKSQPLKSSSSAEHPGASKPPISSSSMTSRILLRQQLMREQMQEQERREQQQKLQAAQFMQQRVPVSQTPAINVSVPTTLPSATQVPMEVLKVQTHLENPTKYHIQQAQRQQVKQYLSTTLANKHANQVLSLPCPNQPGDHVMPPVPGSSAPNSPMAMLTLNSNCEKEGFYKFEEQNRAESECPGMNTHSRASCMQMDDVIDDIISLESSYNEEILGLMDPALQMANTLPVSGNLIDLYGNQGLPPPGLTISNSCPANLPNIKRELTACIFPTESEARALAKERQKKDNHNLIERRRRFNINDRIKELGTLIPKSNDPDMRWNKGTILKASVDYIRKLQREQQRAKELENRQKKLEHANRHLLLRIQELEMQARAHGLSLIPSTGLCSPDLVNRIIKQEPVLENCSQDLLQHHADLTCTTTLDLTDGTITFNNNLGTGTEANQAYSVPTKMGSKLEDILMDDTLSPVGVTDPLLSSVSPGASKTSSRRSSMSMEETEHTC
# FBW7 act = human FBW7 E3 ligase activation, primary screen; Q969H0; AlphaScreen FBW7–phospho-cyclin E peptide binding, activator screen; normalized activity (activation), % at 26.1 µM; hit rate 0.13% among 650,000; AID 1259310; in the data active means normalized activity above about 1.9%;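 further: purified mutant Fbw7 with reduced substrate affinity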
# GPR151 ag = human GPR151 activation; hit rate 1% among 650,000; Q8TDV0; PathHunter beta-arrestin GPR151 cells, luminescence; activation, % at 11.2 µM; AID 1508602; in the data active means activation above about 4.9%;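 further: 0% = median of compound wells and 100% = cells with positive control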
# Target sequence (Q8TDV0 whole entry, looked up): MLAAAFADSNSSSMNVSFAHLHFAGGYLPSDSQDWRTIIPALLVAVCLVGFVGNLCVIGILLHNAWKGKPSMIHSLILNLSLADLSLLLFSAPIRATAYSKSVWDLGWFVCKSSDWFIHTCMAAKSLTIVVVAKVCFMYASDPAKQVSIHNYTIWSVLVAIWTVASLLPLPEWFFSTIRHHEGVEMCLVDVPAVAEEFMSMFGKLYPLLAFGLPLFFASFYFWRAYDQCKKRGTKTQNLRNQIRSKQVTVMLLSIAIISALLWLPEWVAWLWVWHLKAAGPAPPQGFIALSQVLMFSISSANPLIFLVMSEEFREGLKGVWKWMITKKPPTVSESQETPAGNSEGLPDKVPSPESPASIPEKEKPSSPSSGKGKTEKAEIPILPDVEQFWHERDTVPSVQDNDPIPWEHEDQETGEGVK
# TEAD-YAP inh = TEAD-YAP interaction inhibition | HEK-TIYL cells, TEAD-Gal4/YAP UAS-luciferase luminescence | inhibition, % at 9.12 µM | hit rate 1.4% among 640,000; in the data active means inhibition above about 32%;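 further: 0% = median of test compound wells and 100% = reference inhibitor wells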
# * hit, by the source's call; i = inactive.
# Every second line gives: GPR151 ag	FBW7 act	TEAD-YAP inh	MITF inh
[1] C=CCOc1ccc(/C=C2\C(=O)N(c3ccccc3)N=C2C)cc1
→ -0.7	-0.5	5	11
[2] CC1CCCCC1NC(=O)CSc1nnc(-c2ccncc2)n1CCCN(C)C (stereo not drawn)
→ -0.7	0.0	6	86*
[3] CCOc1ccc2[nH]c(=O)c(CN(CCCO)C(CC)c3nnnn3CCOC)cc2c1 (stereo not drawn)
→ -1.0	-0.2	6	-7
[4] O=C(CCCCn1c(=O)[nH]c2ccsc2c1=O)NCc1ccc(F)cc1
→ 0.5	-0.1	-2	-10
[5] CCOC(=O)C1=C(C)N=c2s/c(=C\c3cc(C)n(-c4cc(C)cc(C)c4)c3C)c(=O)n2C1c1ccc(C(C)C)cc1 (stereo not drawn)
→ -1.2	0.0	3	-3
[6] CN(C(=O)CN1C(=O)c2ccccc2C1=O)c1ccccc1C(=O)O
→ 1.8	0.0	-2	-1
[7] CCOC(=O)CN1C(=O)C(O)(CC(=O)c2cccc([N+](=O)[O-])c2)c2ccccc21 (stereo not drawn)
→ 0.7	-0.1	3	1
[8] CCOC(=O)c1cnn(-c2ccc3c(c2)OCCO3)c1CN1C[C@@H](C)O[C@@H](C)C1
→ 0.0	0.0	-12	-15
[9] CCOc1ccc(Nc2ncccc2C(=O)OCc2ccc([N+](=O)[O-])cc2)cc1
→ 0.7	0.0	-5	-23
[10] COc1ccc(OCC(=O)Nc2sc3c(c2C(N)=O)CCCC3)cc1
→ 3.0	0.0	-3	-2
[11] COc1cccc(NC(=O)N2CCC(C(N)=O)(N3CCCCC3)CC2)c1
→ -1.6	-0.1	-3	i
[12] Cc1cc(C)c2c(-n3cccc3)c(C(=O)NCC3CCCO3)sc2n1 (stereo not drawn)
→ 0.7	-0.1	-17	0
[13] Cc1ccccc1CN1C(=O)C(O)(CC(=O)c2ccc([N+](=O)[O-])cc2)c2ccccc21 (stereo not drawn)
→ 1.1	-0.2	12	5
[14] CCN(CC)CCCNC(=O)c1c(O)c2cccc3c2n(c1=O)CC3
→ 0.9	-0.1	-1	9
[15] COc1ccc(CCNC(=O)CN(C)S(=O)(=O)c2ccccc2)cc1
→ -1.0	1.1	-10	3
[16] COc1c(Cl)ccc(Cl)c1C(=O)Nc1ccc(F)cc1
→ 0.0	0.1	2	-9
[17] O=C(NCc1nnc2n1CCN(C(=O)c1cccc(Cl)c1)CC2)C1CC1
→ 0.2	0.1	-2	-7
[18] CCOC(=O)c1c(C)oc2cc(Br)c(OCc3ccc(C)cc3)cc12
→ 0.5	0.0	9	7
[19] O=C(O)c1ccc2c(c1)C(=O)N(c1ccc(Cl)c([N+](=O)[O-])c1)C2=O
→ 2.7	0.1	7	3
[20] O=C(Cc1c[nH]c2ccccc12)N1CCC2(CC1)OCc1ccccc1O2
→ 0.0	-0.4	-8	-18
[21] COc1ccccc1NC(=O)CC1S/C(=N\N=C\c2ccccc2)NC1=O (stereo not drawn)
→ 0.4	-0.1	13	1
[22] CC(C)CN1CCN(Cc2sc(N(C)C)nc2Cl)CC1CCO (stereo not drawn)
→ -1.3	0.1	8	6
[23] O=C(C(=O)c1ccc(F)cc1)c1ccccc1
→ -0.8	-0.1	-6	4
[24] CC1(C2CCN(C(=O)Cc3cscn3)CC2)NC(=O)N(C2Cc3ccccc3C2)C1=O (stereo not drawn)
→ 1.0	0.2	-2	-4
[25] Cc1cc(Br)ccc1OCC(=O)Nc1ccc(S(=O)(=O)N2CCN(C)CC2)cc1
→ 2.5	0.1	7	3
[26] O=S(=O)(c1ccc(-n2cccn2)cc1)N1CCc2ccccc21
→ -1.0	0.6	6	6
[27] Cn1c(=N)c(C(=O)NC2CCCC2)cc2c(=O)n3ccccc3nc21
→ 1.4	0.0	-4	-11
[28] O=C(c1ccccc1)N1CCCCC(Sc2ncnc3sc4c(c23)CCCC4)C1=O (stereo not drawn)
→ 5.3*	0.1	-7	14
[29] Cc1nc(NCCNC(=O)C2CCCC2)cc(N(C)C)n1
→ 0.5	-0.1	0	11
[30] CC(=O)c1ccc(N2CCN(C(=O)c3ccc(NC(=O)C4CCCO4)cc3)CC2)cc1 (stereo not drawn)
→ -0.6	-0.2	5	-13
[31] Cc1ccc(Nc2cc(C3(C)CCC(=O)O3)cs2)cc1 (stereo not drawn)
→ -0.3	-0.3	-14	10
[32] CCN(C)C(=O)C1CCN(C2CCN(Cc3cccc(C)n3)CC2)CC1
→ -1.9	-0.1	5	16
[33] COCc1nc(-c2cc(Br)ccc2OC)no1
→ 3.5	-0.1	-13	-4
[34] CC(C)=NNC(=O)CCNS(=O)(=O)c1ccc([N+](=O)[O-])cc1
→ -1.4	0.0	-1	-6
[35] Cc1ccc(C2=NC3C(=O)NC(=O)NC3=N2)cc1 (stereo not drawn)
→ 0.4	-0.1	13	10
[36] CCOC(=O)c1ccc(-n2c(=O)c(C#N)cc3c(=O)n4cccc(C)c4nc32)cc1
→ 0.8	0.0	-7	5
[37] CCc1ccc(NC(=O)c2sc3nc4c(c(-c5ccco5)c3c2N)CCCC4)cc1
→ -0.1	0.3	-20	-5
[38] COc1ccc2c(c1)OC(C)CN(C(=O)c1c(C)n(C)c3ccc(O)cc13)C2 (stereo not drawn)
→ -0.2	-0.1	7	-1
[39] CCNc1nc(NCc2ccccc2)nc(SCC(=O)Nc2ccccc2)n1
→ -0.5	-0.2	-13	-6
[40] S=c1[nH]nc(-c2ccccc2Cl)n1CCCN1CCOCC1
→ 0.5	0.5	-2	16
[41] CCCCCCc1ccc(-c2ccc(CCCCCC)cn2)cc1
→ -1.0	-0.1	1	2
[42] O=[N+]([O-])c1cccc(CN2CCN(CCO)CC2)c1
→ 2.7	-0.3	-3	-7
[43] OCc1cccc(-c2cnc3ccc(NCc4ccc(F)cc4)nn23)c1
→ -0.1	0.4	15	2
[44] S=c1nc2c(n[nH]1)c1ccccc1n2Cc1ccccc1
→ 1.1	-0.2	-9	3
[45] CC1Oc2ccccc2C=C1C1/C(=C(\O)c2ccccc2)C(=O)C(=O)N1CCCN(C)C (stereo not drawn)
→ 12*	-0.1	4	-3
[46] Cc1cccc(N2C(=O)CC(N3CCN(c4ccccc4Cl)CC3)C2=O)c1 (stereo not drawn)
→ 0.7	0.0	-2	-2
[47] Cc1cn2c3ccccc3n(Cc3ccccc3)c2n1
→ -0.9	0.6	4	7
[48] Cc1ccc2c(c1)c(=O)c1ccccc1n2CCCC(=O)Nc1ccc(Oc2ccc(Cl)cc2)cc1
→ 0.2	-0.1	-10	-5
[49] COc1ccc(-c2cc(C(=O)Nc3cc(F)ccc3C)c3ccccc3n2)cc1
→ 0.4	-0.1	1	21
[50] Cc1ccc(NNC(=O)C(=O)n2ccc3ccccc32)cc1C
→ 0.2	0.2	-5	-5

# Other entries follow.
# Every second line gives: GPR151 ag	FBW7 act	TEAD-YAP inh	MITF inh
[51] CCc1c(C)sc(NC(=O)c2cc3nc(C)cc(C)n3n2)c1C#N
→ 1.6	0.1	-24	-3
[52] CCCSc1nnc2c(n1)OC(c1ccc(OC)c(O)c1)Nc1ccccc1-2 (stereo not drawn)
→ -0.9	0.4	-110	3
[53] O=C(NC1CCCC1)C1CCC(CNc2c(N3CCCCC3)c(=O)c2=O)CC1 (stereo not drawn)
→ 0.5	-0.1	7	2
[54] CC(C)N(CCNC(=O)c1cccc(Cl)n1)C(C)C
→ -0.8	0.7	3	5
[55] CC(C)C[C@@H]1NC(=O)[C@@H]2C[C@H](NC(=O)c3ccc(Br)cc3)CN2C1=O
→ -0.1	0.2	3	11
[56] O=C(NC1CCN(Cc2ccccc2)CC1)c1cccc(NCCN2CCOCC2)n1
→ 1.8	-0.2	-3	8
[57] COc1cc(NC(=O)CCN2CCC(C(N)=O)CC2)cc(OC)c1
→ 0.9	0.3	-2	13
[58] CS(=O)(=O)N1CCN(c2ccc([N+](=O)[O-])c(N3CCN(Cc4ccccc4)CC3)c2)CC1
→ 0.4	0.0	10	83*
[59] CC(=O)N(CCCC(O)c1ccc(F)cc1)C(C)C (stereo not drawn)
→ 0.0	-0.1	-1	-4
[60] O=C(CN1N=C(c2ccccc2)Cn2c(cc3sccc32)C1=O)N1CCC(O)CC1
→ 2.7	0.0	3	6

# Reprinted from the part before: 2 entries, followed by the next part.
# Every second line gives: GPR151 ag	FBW7 act	TEAD-YAP inh	MITF inh
[59] CC(=O)N(CCCC(O)c1ccc(F)cc1)C(C)C (stereo not drawn)
→ 0.0	-0.1	-1	-4
[60] O=C(CN1N=C(c2ccccc2)Cn2c(cc3sccc32)C1=O)N1CCC(O)CC1
→ 2.7	0.0	3	6
[61] CC1CCCN(c2nnc(NC(=O)Nc3ccccc3F)s2)C1 (stereo not drawn)
→ 1.5	-0.1	-44	-3
[62] COc1ccc(C(=O)NCCc2nc3ccccc3n2Cc2ccccc2C)cc1OC
→ -2.2	0.8	13	4
[63] COc1ccc(-c2ccc(OC)cc2C(=O)NN)cc1
→ -0.1	-0.1	4	-2
[64] O=C(CN1C(=O)C2CC=CCC2C1=O)N1CCN(Cc2ccccc2)CC1 (stereo not drawn)
→ -0.5	0.0	1	-7
[65] CCN1CCN(C(=O)[C@H]2C[C@@H](c3ccco3)NS(=O)(=O)N2C)CC1
→ -1.1	0.8	11	10
[66] COc1cccc(CNC(=S)Nc2cc(OC)cc(OC)c2)c1
→ 0.7	0.0	3	9
[67] CCN(CC)C(=O)c1sc(NC(=O)C(C)C)c(C#N)c1C
→ 0.4	0.2	3	7
[68] CN(C)c1ccc(/C=N/NC(=O)CCC(=O)Nc2ccc(F)cc2)cc1
→ 0.6	-0.1	-1	0
[69] Cc1ccc(CN2CCC3(CC2)NC(=O)c2ccccc2O3)o1
→ 1.5	-0.1	3	-11
[70] CC(CN1CCCC1)OC(=O)c1ccc(Br)cc1 (stereo not drawn)
→ -0.1	-0.1	4	7

# Reprinted: entries 64–70
# Every second line gives: GPR151 ag	FBW7 act	TEAD-YAP inh	MITF inh
[64] O=C(CN1C(=O)C2CC=CCC2C1=O)N1CCN(Cc2ccccc2)CC1 (stereo not drawn)
→ -0.5	0.0	1	-7
[65] CCN1CCN(C(=O)[C@H]2C[C@@H](c3ccco3)NS(=O)(=O)N2C)CC1
→ -1.1	0.8	11	10
[66] COc1cccc(CNC(=S)Nc2cc(OC)cc(OC)c2)c1
→ 0.7	0.0	3	9
[67] CCN(CC)C(=O)c1sc(NC(=O)C(C)C)c(C#N)c1C
→ 0.4	0.2	3	7
[68] CN(C)c1ccc(/C=N/NC(=O)CCC(=O)Nc2ccc(F)cc2)cc1
→ 0.6	-0.1	-1	0
[69] Cc1ccc(CN2CCC3(CC2)NC(=O)c2ccccc2O3)o1
→ 1.5	-0.1	3	-11
[70] CC(CN1CCCC1)OC(=O)c1ccc(Br)cc1 (stereo not drawn)
→ -0.1	-0.1	4	7

# Next records follow:
# Every second line gives: GPR151 ag	FBW7 act	TEAD-YAP inh	MITF inh
[71] CN(Cc1cccs1)S(=O)(=O)c1ccc(Cl)c([N+](=O)[O-])c1
→ 0.7	0.0	-2	9
[72] O=C(Cn1cnc2c(nnn2Cc2ccc(F)cc2)c1=O)Nc1ccc(F)cc1F
→ -0.5	0.0	1	15
[73] CC(C)(C)c1[nH]nc2c1C(c1cc(Br)ccc1F)C(C#N)=C(N)O2 (stereo not drawn)
→ 0.4	-0.1	-3	-17
[74] COc1ccc(OC)c(NC(=O)CN(C2CCCCC2)S(=O)(=O)c2ccc(C)cc2)c1
→ -0.3	-0.2	3	-5
[75] COC(=O)Cc1ccc(NC(=S)N2CCC(O)CC2)cc1
→ 1.7	-0.2	0	-13
[76] CC(=O)c1ccc(NC(=O)c2ccc(C(=O)N(C3CCCCC3)C3CCCCC3)cc2)cc1
→ 0.0	-0.2	7	3
[77] CC(C)(C)OC(=O)N1CCCC(c2nc(-c3ccncc3)no2)C1 (stereo not drawn)
→ 5.5*	0.1	-6	-5
[78] O=C(/C=C/c1ccc(Br)cc1)NCc1ccc2c(c1)OCO2
→ 1.1	0.0	5	-1

# Compound activity: PubChem, The Scripps Research Institute Molecular Screening Center
